Kir21 block: inhibitors of mouse Kir2.1 inward-rectifier potassium channel; HEK293-Kir2.1, FluxOR thallium flux fluorescence; active compounds read low; B-score at 10 µM; 310,000 compounds, 0.85% hits; Inward rectifier potassium channel 2 (Mus musculus), P35561;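 active = fluorescence ratio B-score at or below minus 3 SD of library scores, with starting-brightness B-score within 2 SD, cut at about -4.2 in these data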;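 note: channel flux triggered by added potassium and thallium sulfate stimulus; B-score of peak minus minimum fluorescence over baseline after thallium stimulus; more negative B-score means stronger Kir2.1 block with less thallium influx; some compounds called inactive have numbers as strong as hits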
STK33 inh: inhibitors of purified STK33 kinase, primary screen, biochemical, ADP-Glo luminescence, homogeneous, cell-free. inhibition, % at 10 µM. MBP phosphorylation. 320,000 compounds, 0.073% hits. Serine/threonine-protein kinase 33 (Homo sapiens), Q9BYT3;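 active = inhibition at or above 25%, using the most active replicate where run in duplicate; inactive = inhibition below 25%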
KCNQ2 block: KCNQ2 potassium channel inhibitors, primary screen, cell-based, CHO-K1, FluxOR thallium flux, B-score (AID 2156); B-score at 10 µM; 310,000 compounds, 1.1% hits; Potassium voltage-gated channel subfamily KQT member 2 (Rattus norvegicus), O88943; 20 min; active compounds read low;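 active = fluorescence ratio B-score at most minus 3 library SDs, with starting brightness B-score within 2 library SDs, cut at about -5.5 in these data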
Target sequence (O88943 whole entry, looked up): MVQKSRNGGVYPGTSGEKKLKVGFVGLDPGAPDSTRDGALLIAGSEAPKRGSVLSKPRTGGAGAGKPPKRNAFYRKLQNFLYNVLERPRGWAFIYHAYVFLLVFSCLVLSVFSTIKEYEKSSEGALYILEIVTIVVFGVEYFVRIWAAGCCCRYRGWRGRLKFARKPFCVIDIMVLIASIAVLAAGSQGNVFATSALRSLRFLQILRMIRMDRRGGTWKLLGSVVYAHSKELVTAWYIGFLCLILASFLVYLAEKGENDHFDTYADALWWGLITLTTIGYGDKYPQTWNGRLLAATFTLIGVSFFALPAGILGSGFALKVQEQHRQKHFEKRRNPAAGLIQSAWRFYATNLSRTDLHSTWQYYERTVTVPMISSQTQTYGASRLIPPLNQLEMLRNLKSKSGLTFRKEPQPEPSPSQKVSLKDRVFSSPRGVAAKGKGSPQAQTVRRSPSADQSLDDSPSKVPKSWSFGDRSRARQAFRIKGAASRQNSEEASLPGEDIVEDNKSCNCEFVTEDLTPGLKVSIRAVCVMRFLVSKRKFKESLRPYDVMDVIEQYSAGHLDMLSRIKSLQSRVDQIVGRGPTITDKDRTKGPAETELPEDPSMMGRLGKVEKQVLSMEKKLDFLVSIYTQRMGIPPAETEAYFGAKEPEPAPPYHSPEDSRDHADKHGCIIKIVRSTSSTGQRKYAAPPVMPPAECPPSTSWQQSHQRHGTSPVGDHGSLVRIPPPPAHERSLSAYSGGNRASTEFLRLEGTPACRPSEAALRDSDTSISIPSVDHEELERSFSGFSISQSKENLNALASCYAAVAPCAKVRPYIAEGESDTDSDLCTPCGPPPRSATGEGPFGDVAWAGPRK
Numbers without * were called inactive; i = inactive; . = no result given.

SMILES | Kir21 block | STK33 inh | KCNQ2 block
CCN(C(=O)COC(=O)CSc1ccc([N+](=O)[O-])cc1)C1CCS(=O)(=O)C1 (stereo not given) | 0.8 | -0.9 | i
CCN(CC)c1ccc(/C=C/c2ccc3ccc(OC)cc3[n+]2CC)cc1 | -16* | 4.5 | -7.6*
O=C(N/N=C/c1c[nH]c2ccccc12)c1cc2ccccc2o1 | 0.19 | -0.1 | i
CC(NC(=S)Nc1ccc(F)cc1)c1ccccc1 (stereo not given) | -2.6 | -1.0 | i
COCCN1C(=O)c2ccccc2C(C(=O)NCCN(C)C)C1c1ccc(F)cc1 (stereo not given) | -0.05 | 0.1 | i
CCOC(=O)c1[nH]ncc1CN1CCCC(C(=O)c2cc(Cl)ccc2OC)C1 (stereo not given) | -0.81 | -0.3 | i
Cc1ccc(-n2[nH]c(C)c(C=Nc3ccc4[nH]c(=O)[nH]c4c3)c2=O)cc1C | -0.69 | -1.8 | i
O=C(Nc1ccc(-c2nnc(-c3ccco3)o2)cc1)C(c1ccccc1)c1ccccc1 | -0.05 | -2.0 | i
CCNC(=O)NC(=O)C(C)OC(=O)Cc1coc2cc3c(cc12)CCC3 (stereo not given) | -0.23 | -1.0 | i
CC(C)(C)N(NC(=O)OCc1ccccc1)C(=O)c1ccccc1Cl | 1 | 0.5 | i

Given tab-delimited: two of the compounds above
Compound	Kir21 block	STK33 inh	KCNQ2 block
O=C(Nc1ccc(-c2nnc(-c3ccco3)o2)cc1)C(c1ccccc1)c1ccccc1	-0.05	-2.0	i
CCNC(=O)NC(=O)C(C)OC(=O)Cc1coc2cc3c(cc12)CCC3 (stereo not given)	-0.23	-1.0	i

The results go on.
SMILES | Kir21 block | STK33 inh | KCNQ2 block
CC(C)Cn1c(SCC#N)nc2ccccc2c1=O | -0.21 | 0.2 | i
CCc1ccc(NC(=O)C(=O)N/N=C(\C)CC(=O)NCCOC)cc1 | 3.5 | 1.4 | i
Cn1c(NNC(=O)c2ccccc2F)cc(=O)n(C)c1=O | -0.44 | 6.6 | i
COc1ccc(S(=O)(=O)N2CCN(CC(=O)Nc3cccc(F)c3)CC2)cc1 | -0.67 | 0.1 | i
CCN(CC)C(=O)C1CCCN(c2ccc([N+](=O)[O-])cc2/C=N/NC(=O)c2ccccc2)C1 (stereo not given) | -2.1 | . | i
Cc1ccnc(NS(=O)(=O)c2ccccc2)c1 | -0.03 | 3.1 | i
CC(=O)c1ccc(C(=O)N2CCc3c([nH]c4ccccc34)C2c2cccc(C)n2)s1 (stereo not given) | 2.2 | -1.4 | i
COc1ccc(CC(=O)N2CCN(c3ccccc3F)CC2)cc1OC | -0.42 | -2.2 | i
Cc1ccc(NC(=O)C2CCN(C(=O)[C@@H]3Cc4ccccc4CN3)CC2)c(C)c1 | -0.39 | 2.0 | i
O=C(O)c1[nH]c2ccc(Br)cc2c1CCN1C(=O)c2cccc([N+](=O)[O-])c2C1=O | 1.2 | 2.5 | i
NS(=O)(=O)c1cccnc1Nc1c(Cl)cccc1Cl | 1.3 | -1.7 | i
Cc1ccc(S(=O)(=O)N/N=C\C=C\c2ccccc2)cc1 | 1.1 | 0.1 | i
C#CCOCCOCCOCCNc1nc(N2CCN(C(=O)C([C@@H](C)CC)n3cc(C(N)Cc4ccc(O)cc4)nn3)CC2)nc(N2CCN(C(=O)[C@H](CCC(=O)O)n3cc(C(N)Cc4ccc(O)cc4)nn3)CC2)n1 (stereo not given in full) | 1.6 | -0.8 | i
CCCc1cc(=O)oc2cc(OCC(=O)N3CCOCC3)c(Cl)cc12 | 0.06 | -1.8 | i
Cc1ccc(NC(=O)Nc2cnccn2)c(C)c1 | -2.2 | -0.7 | i
CCO[C@H]1OC(C(=O)NC2CC2)=C[C@@H](c2c[nH]c3ccccc23)[C@@H]1CCCO | 0 | -0.3 | i
CC(=O)Nc1ccc(NC(=S)NC(=O)c2ccc([N+](=O)[O-])cc2)cc1 | 0.13 | -1.2 | i
CNC(=S)NNC(=O)c1sccc1OCc1ccccc1 | -0.76 | 0.0 | i
COC(=O)c1ccsc1NC(=O)CN1CCN(Cc2ccc3c(c2)OCO3)CC1 | -3.5 | -0.6 | i
CC1CN(C(=O)CCN2C(=O)c3ccccc3C2=O)CC(C)O1 (stereo not given) | 0.34 | -0.9 | i
COc1ccc(CCNC(=O)CSc2ncnc3c2oc2ccccc23)cc1OC | -0.13 | -0.8 | i
O=S(=O)(c1cccc(-c2nnc3n2CCCCC3)c1)N1CCOCC1 | -1.8 | -1.2 | i
O=C(NCCCCCCNC(=O)OCCO)OCCO | -0.34 | -1.4 | i
CCOC(=O)C1=C(O)C(=O)N(c2ccc(S(N)(=O)=O)cc2)C1c1ccccc1 (stereo not given) | 0.14 | -1.5 | i
CCOC(=O)c1c(NC(=O)COC(=O)c2ccccc2NC)sc(C(=O)N(C)C)c1C | -0.03 | -0.6 | i
Cc1ccc(SCC(=O)NC(C)c2ccccc2)cc1 (stereo not given) | -0.07 | -0.9 | i
Cc1cccc(C)c1NC(=O)C[n+]1cc(-c2ccccc2)n2c1CCC2 | 0.1 | -2.1 | i
COc1ccc(NC(=O)NC(C)c2ccncc2)cc1OC (stereo not given) | 1.2 | 0.0 | i
CCOC(=O)C1CCN(C(=O)/C(=C/c2ccccc2)NC(=O)c2ccccc2)CC1 | 0.17 | 0.6 | i
c1ccc(-n2c(Cc3cccnc3)nc3cnccc32)cc1 | -1.3 | -1.1 | i
O=C(Nc1ccc2c(c1)CCC2)c1ccc(F)c(S(=O)(=O)N2CCOCC2)c1 | 0.71 | -1.7 | i
NC(=O)C1CCN(C2CC(=O)N(c3ccc(F)c(Cl)c3)C2=O)CC1 (stereo not given) | -0.83 | -1.0 | i
Cn1c(SCC(=O)O)nnc1-c1ccc(NC(=O)c2ccc(Cl)c(Cl)c2)cc1 | 1.8 | -1.7 | i
Cc1cc(NCCCn2ccnc2)n2nc(C)c(-c3ccccc3)c2n1 | -3.9 | -0.6 | i
Cc1cc2c(cc1S(=O)(=O)CCC(=O)N(C)Cc1ccccc1)OCC(=O)N2 | -1.1 | -0.5 | i
CC(=O)Oc1ccc2oc(=O)c3c(c2c1)CCCN3C(=O)CN1CCN(c2ncccn2)CC1 | -1.3 | 0.7 | i
CC(=O)c1cc2c(cc1NC(=O)c1cnc(C)cn1)OCO2 | -0.56 | -1.2 | i
CCc1cc(=O)oc2cc(C)cc(O)c12 | -1.3 | -0.4 | i
C/C(N)=C(/C#N)C(=O)CSc1nnc(COc2ccccc2Cl)o1 | 1.2 | -1.0 | i
Cn1nc(C(F)(F)F)c(-c2ccc(Br)cc2)c1NC(=O)CSCC(=O)O | -0.79 | -3.6 | i

Compound profiles, as listed above:
CC(C)Cn1c(SCC#N)nc2ccccc2c1=O in the list: Kir21 block = -0.21; STK33 inh = 0.2; KCNQ2 block = i
Cc1ccc(SCC(=O)NC(C)c2ccccc2)cc1 (stereo not given) in the list: Kir21 block = -0.07; STK33 inh = -0.9; KCNQ2 block = i
CC(=O)Nc1ccc(NC(=S)NC(=O)c2ccc([N+](=O)[O-])cc2)cc1 in the list: Kir21 block = 0.13; STK33 inh = -1.2; KCNQ2 block = i

The list goes on:
SMILES | Kir21 block | STK33 inh | KCNQ2 block
N#Cc1c(-c2cccs2)cc(-c2ccccn2)nc1N | 0.29 | -0.8 | i
CCOc1ccccc1NC(=O)c1ccc(S(=O)(=O)N2CCCCC2)cc1 | 0.22 | -1.1 | i
Cc1ccccc1Nc1nc(N)nc(CSCC(=O)Nc2cccc(Br)c2)n1 | -4 | 0.0 | i
COc1cc(C(=O)Nc2nnc(SCC(=O)NCC3CCCO3)s2)cc(OC)c1OC (stereo not given) | 2.4 | -0.3 | i
CCN(CC)CC(=O)Nc1ccc(C)cc1Br | 0.01 | 0.1 | i
CCC(C)(C)NC(=O)Nc1cc(Cl)ccc1OC | 0.51 | -1.1 | i
Cc1cc(NS(=O)(=O)c2ccc(NC(=O)C(CC(C)C)N3C(=O)c4ccccc4C3=O)cc2)nc(C)n1 (stereo not given) | 1.7 | 2.6 | i
Cc1csc(NC(=O)C2CCCN(S(=O)(=O)c3ccc(Br)s3)C2)n1 (stereo not given) | 0.91 | -2.3 | i
Cc1cc(=O)n(CC=C(Cl)Cl)c2ccccc12 | -0.17 | . | i
Cc1ccc(S(=O)(=O)N2CCC(C(=O)OCc3c(C)noc3C)CC2)cc1C | -2.1 | -2.7 | i
COCCCNC(=O)C(=O)NC1CCCCCC1 | 0.83 | -1.2 | i
Cc1ccccc1NC(=O)Nc1ccc(C(F)(F)F)cc1 | 0.56 | -1.0 | i
Cn1c(=O)cc(N2CCCCC2)[nH]c1=O | -0.88 | 0.0 | i
CCOC(=O)C1=C(N)OC2=C(C(=O)CC(C)(C)C2)C1c1ccccc1OCC#N (stereo not given) | 1.4 | 0.9 | i
COc1ccc(/C(C)=N/NC(=O)CNC(=O)C(c2ccccc2)c2ccccc2)c(OC)c1 | 0.78 | -0.4 | i
CC(C)(C)c1ccc(NC(=O)C(=O)C2C(=O)Nc3ccccc32)cc1 (stereo not given) | 1.7 | 0.3 | i
O=C(NCc1ccco1)C(c1ccccc1)N(C(=O)Cc1cccs1)c1ccccc1 (stereo not given) | 1.4 | -1.7 | i
Cc1ccc(N=Nc2ccc(C)cc2NC(=O)Nc2ccccc2F)cc1 | 0.2 | -0.6 | i
Nc1nc(Nc2ccccc2Cl)cc(=O)[nH]1 | -0.56 | 0.8 | i
COc1ccc(/C=N/Nc2nc(=O)[nH]nc2C)cc1[N+](=O)[O-] | -0.28 | 1.0 | i
O=C(CSc1ncn[nH]1)Nc1ccccc1Sc1ccc(Cl)cc1 | -4.7* | -1.3 | i
COC(=O)c1ccc(NC(=O)C(=O)N2CCN(C(=S)NCCc3ccccc3)CC2)cc1 | 0.14 | 0.3 | i
CCCOc1cccc(C2C(C(=O)c3ccco3)=C(O)C(=O)N2CCN(CC)CC)c1 (stereo not given) | -0.13 | 0.2 | i
O=C(O)CC(CC(=O)N1CCOCC1)c1ccccc1 (stereo not given) | -1.3 | -0.5 | i
C=CC[N+]1(CC#CCOC(c2ccccc2)c2ccccc2)CCOCC1 | -0.01 | -0.3 | i
Nc1cc(=O)n(Cc2ccccc2)c(=O)n1-c1ccc(Cl)cc1 | -0.55 | -0.3 | i
CCc1ccc(CNC(=O)C2CCCN(c3nc4ccccc4o3)C2)cc1 (stereo not given) | 0 | -2.3 | i
O=C(Nc1ccc2nc3ccccc3nc2c1)c1ccccc1 | -0.79 | 1.5 | i
CC(=O)c1ccc(N2CCN(c3ccc(S(=O)(=O)NCCN(C)C)cc3[N+](=O)[O-])CC2)cc1 | -0.08 | -1.6 | i
CN(C)S(=O)(=O)c1ccc(C(=O)NCc2ccccn2)cc1 | 0.07 | -0.1 | i

3 of the entries above in order of their number in Kir21 block, descending.
| Structure | Kir21 block | STK33 inh | KCNQ2 block |
| --- | --- | --- | --- |
| C=CC[N+]1(CC#CCOC(c2ccccc2)c2ccccc2)CCOCC1 | -0.01 | -0.3 | i |
| Nc1cc(=O)n(Cc2ccccc2)c(=O)n1-c1ccc(Cl)cc1 | -0.55 | -0.3 | i |
| O=C(O)CC(CC(=O)N1CCOCC1)c1ccccc1 (stereo not given) | -1.3 | -0.5 | i |

Further structures follow:
SMILES | Kir21 block | STK33 inh | KCNQ2 block
CC(C)(C)OC(=O)N1CCC[C@H]1C(=O)O | -0.8 | -0.6 | i
O=C(O)Cc1coc2cc3c(cc12)CCC3 | 1.2 | -0.6 | i
CCOC(=O)c1cccc(N2C(=O)c3ccccc3S2(=O)=O)c1 | 0.61 | -1.7 | i
CCOC(=O)Nc1cc2c(cc1C(C)=O)OCO2 | -0.05 | -2.1 | i
COc1ccc(C(=O)NCCS(=O)(=O)NCc2ccc3c(c2)OCO3)cc1 | -0.78 | -0.8 | i
CCN(CC)S(=O)(=O)c1cc(C(=O)OCC(=O)c2ccc3c(c2)NC(=O)CO3)ccc1F | 0.75 | 1.0 | i
O=C(NNC(=O)c1ccc(SCC2CCCO2)c([N+](=O)[O-])c1)c1ccc(Cl)c([N+](=O)[O-])c1 (stereo not given) | -0.44 | 1.6 | i
N#Cc1ccccc1OCCN1C(=O)c2ccccc2C1=O | -1.5 | -2.7 | i
O=C(COC(=O)c1ccc(Cl)c([N+](=O)[O-])c1)Nc1ccccc1OC(F)F | 0.61 | -3.2 | i
C=CCSc1nc(NC)c2sccc2n1 | 0.5 | 2.0 | i
COc1ccc(N(C(=O)c2ccncc2)S(=O)(=O)c2cccs2)cc1 | -1.9 | -3.4 | i
COc1cc(C(=O)Oc2cc(N)n(S(=O)(=O)c3ccccc3)n2)cc(OC)c1OC | -0.69 | -0.9 | i
O=Nc1c(O)n(Cc2ccc(Cl)cc2Cl)c2ccccc12 | -1.1 | -0.2 | -8*
CCn1c(SCC(=O)Nc2nc(C)c(C)s2)nnc1-c1ccco1 | 0.48 | -0.9 | i
CC(=O)C1=C(O)C(=O)N(c2ccc(O)cc2)C1c1ccc([N+](=O)[O-])cc1 (stereo not given) | -2.4 | -3.0 | i
CCOC(=O)c1ccccc1NS(=O)(=O)c1ccccc1F | -3.2 | 0.2 | i
O=C(c1cc(COc2ccc(F)cc2Cl)on1)N1CCCC(c2ccccc2)C1 (stereo not given) | 0.67 | -0.7 | i
CN1c2ccccc2C(O)=C(C(=S)Nc2ccc(F)c(Cl)c2)S1(=O)=O | 0.28 | -2.1 | i
O=S(=O)(Nc1cc(Cl)ccn1)c1ccc(Cl)cc1 | -0.48 | -0.8 | i

Bioassay records deposited in PubChem by several laboratories.
